Screens deposited in PubChem BioAssay by National Center for Advancing Translational Sciences (NCATS).
HP1b chromo inh: HTS for Inhibitors of HP1-beta Chromodomain Interactions with Methylated Histone Tails; Chromobox protein homolog 1 (Homo sapiens), P83916; AID 540317, 2011; AlphaScreen HP1-beta / biotin-H3K9me3 peptide binding; hit rate 0.56% among 390,000; Potency, µM (doses to about 114 µM), without a hit: top-dose activity change, negative = inhibition, usual class: inhibitors; note: potency is the fitted concentration of half-maximal effect; nearly all actives have a fitted effect of over 70% in size; inactives centre near 23
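Compound inhibition of the preformed complex between 50 nM HP1-beta and 50 nM biotinylated H3K9me3 peptide was read by AlphaScreen. Buffer was PBS pH 7.4 with 0.01% Tween-20. Incubations ran 30 min at room temperature, with 10 ug/mL donor/acceptor beads.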
GLS inhibitor: qHTS for Inhibitors of Glutaminase (GLS); GLS enzymatic activity, qHTS titration; Potency, µM (doses to about 45.5 µM), without a hit: top-dose activity change, negative = inhibition, actives largely listed as inhibitors; hit rate 0.21% among 410,000; Glutaminase kidney isoform, mitochondrial (Homo sapiens), O94925; note: potency is the fitted concentration of half-maximal effect; % is set by controls: 0 for no effect and ±100 for the full control effect
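Human kidney-isoform GLS in 45 mM KH2PO4 pH 8.2, 0.02% Tween-20, with compound, started with 1mM L-Glutamine (added stock). Glutamate oxidase/HRP/Amplex red coupled fluorescence read at start and after 30 min at RT.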
G9a inh: qHTS Assay for Inhibitors of Histone Lysine Methyltransferase G9a; Histone-lysine N-methyltransferase EHMT2 (Homo sapiens), Q96KQ7; G9a H3K9 monomethylation, AlphaScreen, 2 h; Potency, µM (titrated, usually from 102 µM), inactives show at the top dose activity, negative = inhibition, hits mostly inhibitors; hit rate 8.8% among 350,000; AID 504332, 2011; note: potency is the fitted concentration of half-maximal effect; % is set by controls: 0 for no effect and ±100 for the full control effect; nearly all actives have a fitted effect of over 75% in size
Target sequence (Q96KQ7 913-1193 limits assumed): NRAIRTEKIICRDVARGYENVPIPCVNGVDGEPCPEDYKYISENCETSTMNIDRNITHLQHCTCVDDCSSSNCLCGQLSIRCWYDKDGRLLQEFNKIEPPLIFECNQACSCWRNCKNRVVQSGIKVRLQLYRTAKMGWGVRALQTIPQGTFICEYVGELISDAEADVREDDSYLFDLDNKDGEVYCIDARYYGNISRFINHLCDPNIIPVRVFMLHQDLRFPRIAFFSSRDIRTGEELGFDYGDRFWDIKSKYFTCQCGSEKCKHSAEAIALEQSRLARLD
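G9a (20 nM) was preincubated 15 min with compound, then reacted 2 h at room temperature with 500 nM biotin-H3K9 peptide and 20 µM SAM. Monomethyl-H3K9 detected by AlphaScreen using anti-H3K9me1 antibody.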
ALOX12 inh: Primary qHTS assay for inhibitors of human arachidonate 12S-lipoxygenase (ALOX12): Round 2 | Polyunsaturated fatty acid lipoxygenase ALOX12 (Homo sapiens), P18054 | hit rate 1.1% among 580,000 | AID 1671190, 2021 | purified 12hLO, xylenol orange hydroperoxide absorbance | Potency, µM (top dose mostly 108 µM), without a hit: at the top dose activity change, negative = inhibition, actives largely listed as inhibitors; note: potency is the fitted concentration of half-maximal effect; % is set by controls: 0 for no effect and ±100 for the full control effect
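Hydroperoxide product was detected by ferrous iron/xylenol orange as the 573 to 405 nm absorbance ratio. Arachidonic acid at 40 uM (final) was turned over for 30 min at room temperature by 150 nM human 12hLO, pH 7.0 Hepes buffer, after 15 min compound preincubation.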
ERG-DNA inh: qHTS for Small Molecule Inhibitors of the ERG Ets/DNA interaction | hit rate 0.028% among 370,000 | Transcriptional regulator ERG (Homo sapiens), P11308 | Potency, µM (series often up to 76.9 µM), inactives show at the highest dose FP activity, negative = inhibition, usual class: inhibitors | fluorescence polarization, His-ERG Ets domain / labelled DNA; active = well fitted inhibition curve with a large enough effect in the polarisation, with a control signal flat; inconclusive = small, poorly fitted or top-dose-only effect, or effect the other way, or a change in a side signal; inactive = no such curve, though single readings can be large or run the other way; the % refers to the polarisation;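 note: polarization taken with two DNA probes labelled with fluorescein and Texas red; potency is the fitted concentration of half-maximal effect; % of control where 0% means no effect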
Target sequence (P11308 whole entry, looked up, the tested form may be a part): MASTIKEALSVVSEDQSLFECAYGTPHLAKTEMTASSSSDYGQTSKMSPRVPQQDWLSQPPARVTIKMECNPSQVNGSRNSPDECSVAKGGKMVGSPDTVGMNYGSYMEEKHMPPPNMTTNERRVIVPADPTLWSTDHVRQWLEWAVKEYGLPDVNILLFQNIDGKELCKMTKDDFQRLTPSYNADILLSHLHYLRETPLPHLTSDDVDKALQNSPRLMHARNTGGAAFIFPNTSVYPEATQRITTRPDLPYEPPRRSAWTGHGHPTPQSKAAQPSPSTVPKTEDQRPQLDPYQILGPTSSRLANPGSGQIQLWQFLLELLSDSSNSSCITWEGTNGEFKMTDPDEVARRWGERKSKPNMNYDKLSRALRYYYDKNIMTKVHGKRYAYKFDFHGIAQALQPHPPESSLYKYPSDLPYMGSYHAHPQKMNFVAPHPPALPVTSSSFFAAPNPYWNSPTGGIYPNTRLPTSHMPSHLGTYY
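His-tagged ERG Ets domain (1 uM in the protein solution; 300mM KCl, 50mM Tris-HCl, 1mM EDTA, 1mM DTT, pH 7.5) received compound, then a probe mix of 5 nM fluorescein-DNA and 100nM Texas-615-DNA. Fluorescence polarization was read for both dyes.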
JMJD2A Tudor inh: qHTS Assay for Inhibitors of JMJD2A-Tudor Domain | hit rate 4.4% among 390,000 | Potency, µM (highest dose often 114 µM), for the others: at the highest dose activity change, negative = inhibition, usual class: inhibitors | AlphaScreen JMJD2A-Tudor / H3K4me3 peptide binding | AID 504339, 2011; note: potency is the fitted concentration of half-maximal effect; % is set by controls: 0 for no effect and ±100 for the full control effect; nearly all actives have a fitted effect of over 50% in size
RGS4 inh: Inhibitors of Regulator of G Protein Signaling (RGS) 4: qHTS | Regulator of G-protein signaling 4 (Homo sapiens), P49798 | Transcreener GDP fluorescence polarization, RGS4-accelerated GTP hydrolysis | Potency, µM (titrated, usually from 114 µM), inactives show at the highest dose activity change, negative = inhibition, usual class: inhibitors | hit rate 0.039% among 390,000 | AID 504845, 2011; note: potency is the fitted concentration of half-maximal effect; % is set by controls: 0 for no effect and ±100 for the full control effect; nearly all actives have a fitted effect of over 75% in size; some results filed as inactive show a strong effect at the top dose
Target sequence (P49798 whole entry, looked up): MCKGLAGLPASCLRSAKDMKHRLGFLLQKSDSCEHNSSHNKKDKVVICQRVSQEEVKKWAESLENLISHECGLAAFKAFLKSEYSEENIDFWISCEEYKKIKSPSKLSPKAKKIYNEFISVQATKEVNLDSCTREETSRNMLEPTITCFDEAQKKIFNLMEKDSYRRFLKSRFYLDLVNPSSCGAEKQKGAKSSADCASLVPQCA
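MLSMR compounds (23 nl, pin-transferred) preincubated 10 min at room temperature with a 500nM (2x) first reagent, then RGS4 at 900nM (2x) plus Transcreener GDP mix added; fluorescence polarization (620/688 nm) read before and after 90 min at 30 °C.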
PI4K2A inh: qHTS for small molecular inhibitors of PI4K2A. Phosphatidylinositol 4-kinase type 2-alpha (Homo sapiens), Q9BTU6. purified PI4K2A, ADP-Glo luminescence, 1 h; hits give low values. activity change, negative = inhibition, % at 76.9 µM. hit rate 0.13% among 420,000; in the data active = activity change below about -50%; inconclusive = mostly about -30% to -49%;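 note: -100% = wells without enzyme as full effect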
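PI4K2A activity was measured by ADP-Glo luminescence: enzyme (4 ug/mL stock) and phosphatidylinositol (1.2 mM stock) in Tris pH 7.5/MgCl2/EGTA/Triton X-100 buffer were reacted with ATP (300 microM stock) for one hour at ambient temperature.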
BAZ2B block: qHTS Assay for Inhibitors of BAZ2B | AlphaScreen BAZ2B-H3K14Ac peptide displacement | Bromodomain adjacent to zinc finger domain protein 2B (Homo sapiens), Q9UIF8 | Potency, µM (highest dose often 114 µM), for inactives: at the top dose activity change, negative = inhibition, most hits filed as inhibitors | hit rate 4.4% among 360,000; note: potency is the fitted concentration of half-maximal effect; % is set by controls: 0 for no effect and ±100 for the full control effect; nearly all actives have a fitted effect of over 60% in size
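Multi-concentration screen (max 110 uM) measuring displacement of acetylated histone H3 peptide from BAZ2B by AlphaScreen, using 50 nM protein, 50 nM peptide and 10 ug/mL streptavidin donor plus Ni-chelate acceptor beads.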
* = called active by the depositor; ? = inconclusive; nt = no result given; [ ] = remark or other dose. Unless noted, calls come from the whole dose curve; as a rule, active = well fitted curve in the direction sought with a large enough effect; inconclusive = small, poorly fitted or top-dose-only effect, or another doubt; inactive = no such curve, though single readings can be large; an effect the other way counts as inactive or inconclusive.

SMILES	HP1b chromo inh	GLS inhibitor	G9a inh	ALOX12 inh	ERG-DNA inh	JMJD2A Tudor inh	RGS4 inh	PI4K2A inh	BAZ2B block
Cc1ccccc1OCC(=O)Nc1ccc2nc(SCC(=O)N(C)c3ccccc3)sc2c1	24%	1%	-28%[59 µM]	-2%	-1%	-18%	7%	-8	-33%
O=S(=O)(NCc1c(Cl)cccc1Oc1ccccc1)c1ccc(F)cc1	59%[activator]	-3%	nt	0%	12%	32%	1%	3	8%
NS(=O)(=O)c1ccc(CCNC(=O)COC(=O)CCc2c[nH]c3ccccc23)cc1	8%	14%	nt	-23%	5%	-17%	5%	-4	nt
Cc1ccc(-c2cc(C(=O)N/N=C/c3ccco3)n[nH]2)s1	7%	3%	18%[59 µM]	-10%	-1%	-24%	9%	0	-10%
CCOc1ccc(C2C(C#N)=C(N)Oc3nc[nH]c(=O)c32)cc1 (configuration not stated)	47%[activator]	-14%	24%	0%	5%	-1%	10%	-1	-1%
CC(C)=CCN1CCN(Cc2cccc3nccnc23)CC1CCO (configuration not stated)	56%[activator]	4%	11%	3%	4%	-8%	-18%	-6	1%
CCN(CC)C(=O)Cn1cc(C(=O)C(=O)N2CCN(c3ccccc3)CC2)c2ccccc21	21%	-6%	nt	-1%	-11%	-15%	2%[11.4 µM]	5	-18%
Cc1sc2ncn(CCC(=O)O)c(=O)c2c1C	23%	-3%	11%	0%	3%	-10%	?	2	-23%
CCc1ccc(OCC(=O)Nc2ccc3c(c2)c2ccccc2n3CC)cc1	32%	-15%	-28%[59 µM]	-6%	1%	-4%	-7%	2	-6%
COC(=O)c1c(NC(=O)/C=C/c2ccco2)sc2c1CCC2	11%	4%	-3%[59 µM]	?	-3%	-35%	-9%	1	?
CCc1ccccc1NC(=O)NC1CCCCC1	3%	-10%	0%	0%	2%	-29%	-31%	-1	-32%
Cc1ccc2nc(NC(=O)c3ccc4ncsc4c3)sc2c1	39%[activator]	1%	?	1%	5%	-25%	-18%	-7	-22%
CC(C)c1ccc(C(=O)N2CCN(c3cnn(C)c(=O)c3Cl)CC2)cc1	8%	28%	8%	0%	-9%	-20%	15%	0	-16%
CC(C)C(NC(=O)c1ccc(Cl)cc1)C(=O)NC1=NCCS1 (configuration not stated)	-13%	4%	?	?	14%	-22%	9%	5	-19%
COc1ccc(-n2c(=S)[nH]c3cc(C(=O)N4CCN(c5ccccc5)CC4)ccc3c2=O)c(OC)c1	24%	3%	8%	-13%	-1%	-6%	15%	13	-16%
CCc1ccc(/C=C/C(=O)C2C(=O)c3ccccc3C2=O)cc1	22%	10%	?	?	nt	-21%	-30%	-9	-4%
COc1ccc(C(CC(=O)c2ccc(O)cc2)S(=O)(=O)c2ccc(C)cc2)cc1 (configuration not stated)	-19%	3%	11%[12.7 µM]	?	-6%	-32%	14%	-2	?
Cc1ccc(C)c(N2CCN(c3c(CN4CCCC4)c(=O)oc4ccccc34)CC2)c1	-5%	3%	5%[59 µM]	-25%	-2%	-18%	2%	-2	-15%
Cc1cccc(Oc2nc3ccccn3c(=O)c2/C=C(\C#N)C(=O)NC2CCS(=O)(=O)C2)c1 (configuration not stated)	7%	1%	?	-24%	0%	-17%	-35%	-4	-27%
CC(=O)N1CCCC1c1nc2ccccc2n1Cc1ccccc1Cl (configuration not stated)	6%	-1%	-32%[59 µM]	-9%	-3%	-13%	11%	-2	-17%
COc1ccc2cc3c(N)nn(C(=O)c4ccc(Cl)c([N+](=O)[O-])c4)c3nc2c1	35%	-12%	?	-12%	7%	-16%	?	1	-29%
COC(=O)c1c(C)nsc1NC(=O)Oc1ccccc1	33%	7%	10%	-10%	17%	-8%	94%[activator]	11	-17%
N#Cc1c(N2CCOCC2)nc(-c2ccco2)c2c1CCCC2	59%	-2%	22µM*	?	6%	19%	?	0	21%
CCCCOP(=O)(OCCCC)C1(NS(=O)(=O)c2ccccc2)C=CC(=O)c2ccccc21 (configuration not stated)	?	12%	1.8µM*	16µM*	0%	?	-46%	-13	-7%
c1ccc(N2CCOCC2)c(Nc2nc3ccccc3n3cnnc23)c1	24%	20%	?	5%[57.4 µM]	8%	-26%	-5%	-6	-7%
CC(OC(=O)CCOc1ccccc1)C(=O)Nc1ccc(Cl)cn1 (configuration not stated)	39%[activator]	8%	nt	-10%	15%	-5%	19%	4	4%
CC(C)(CO)NCc1ccc(Br)cc1	3%	?	-23%	3%	-1%	7.9µM*	?	4	-36%
CCOc1ccc(/C=N/Nc2nc(=O)[nH]nc2C)cc1OC	29%	7%	-34%	2%	-9%	?	1%	-19	-2%
O=C(CN1C(=O)CCC1=O)c1ccc(-c2ccccc2)cc1	41%[activator]	-8%	-34%[59 µM]	13%	-7%	2%	-29%	-4	5%
COC(=O)C1=C(C)N(C)C(=S)NC1c1ccc(Cl)cc1 (configuration not stated)	16%	-5%	2%[59 µM]	?	-13%	-4%	1%	4	-21%
CC1(C)CC2CC(C)(CN2Cc2cccc([N+](=O)[O-])c2)C1 (configuration not stated)	?	2%	nt	?	4%	20µM*	18%	4	?
CC1CCCCN1C(=O)CSCC(=O)Nc1nc(-c2cccs2)cs1 (configuration not stated)	19%	5%	11%[59 µM]	-17%	-7%	-16%	-5%	-8	-3%
Cc1cc(-c2nnc(SCC(=O)N3C(C)CCCC3C)o2)no1 (configuration not stated)	32%[activator]	-8%	?	0%	nt	-4%	-11%	-2	11%
Cn1nc(C(F)(F)F)c2cc(C(=O)Nc3ccc(F)cc3)sc21	60%[activator]	3%	nt	?	-25%	7%	-34%	1	10%
CC(C)CNC(=O)NC(=O)COC(=O)c1cccc(NS(=O)(=O)c2ccc(F)c(F)c2)c1	26%	-10%	16%[59 µM]	-25%	4%	-8%	-19%	-1	-7%
CC1CCCN(S(=O)(=O)c2ccc(C(=O)Nc3nnc(-c4ccccn4)o3)cc2)C1 (configuration not stated)	11%	2%	-44%	-1%	7%	-11%	7%	-1	?
CCCCn1c(=O)[nH]c(=O)c2c1nc(-c1ccc(-c3ccccc3Br)o1)n2CCOC	5%	19%	16µM*	?	-7%	-30%	-15%	2	-7%
Cc1cc(C)n(/N=C/c2cc([N+](=O)[O-])ccc2O)c(=O)c1	17%	16%	?	-20%	-2%	?	-12%	0	50µM*
Cc1cc(NC(=O)CCS(=O)(=O)c2cc3c4c(c2)CCN4C(=O)CC3)ccc1Br	50%[activator]	4%	7%[59 µM]	-28%	1%	-6%	-34%	-2	11%
CC/C(=N\NC(=O)c1ccc(N(C)C)cc1)c1ccccc1	-2%	-18%	28µM*	3%	7%	?	-26%	-1	-9%
Cc1ccc(C(=O)Nc2cccnc2)cc1[N+](=O)[O-]	-6%	-10%	?	2%	1%	-8%	1%[11.4 µM]	5	0%
O=C(NCc1ccco1)c1ccc(-c2ccccc2Cl)o1	-5%	-3%	56µM*	-17%	8%	-16%	-39%	6	?
Cc1ccc(Cl)cc1N1CCN(CCCNC(=O)c2nnc(Cc3cccc(Cl)c3)o2)CC1	8%	-9%	-49%[59 µM]	?	-4%	-24%	2%	-11	?
Cc1ccc(Nc2cc(C)nc3ncnn23)c(C)c1	-7%	3%	3%[12.7 µM]	?	10%	-12%	-23%	-1	-27%
CC(C)=C1C2C=CC1C1C(=O)N(c3ccc4c(c3)OCO4)C(=O)C21 (configuration not stated)	55%	18%	10µM*	0%	-5%	-14%	19%	1	-5%
COC(=O)c1ccc(Cl)cc1NC(=O)Nc1nnc(N(C)C2CCCCC2)s1	1%	4%	-34%[59 µM]	9%	4%	-13%	13%	-1	2%
COc1ccc(S(=O)(=O)N(C)CC(=O)NCc2ccco2)cc1OC	0%	-28%	-17%	-6%	1%	-6%	7%	-4	1%
CC(C)c1ccc(N2C(=NC(=O)C3CCCO3)SC3CS(=O)(=O)CC32)cc1 (configuration not stated)	61%[activator]	-7%	4%	-11%	-2%	-3%	-12%	1	-18%
CCOc1ccccc1NC(=O)COC(=O)C1CCC(=O)N1 (configuration not stated)	40%[activator]	-7%	nt	-8%	1%	-6%	-3%	13	nt

Only HP1b chromo inh, ERG-DNA inh and BAZ2B block (two entries from above):
SMILES,HP1b chromo inh,ERG-DNA inh,BAZ2B block
Cc1ccc(Cl)cc1N1CCN(CCCNC(=O)c2nnc(Cc3cccc(Cl)c3)o2)CC1,8%,-4%,?
Cc1ccc(Nc2cc(C)nc3ncnn23)c(C)c1,-7%,10%,-27%

An excerpt; rates above refer to the full screens.
